PfG6PD inh: PfG6PD (Plasmodium falciparum) enzyme inhibition; PfGluPho enzyme, NADPH resazurin-diaphorase fluorescence; inhibition, % at 20 µM; hit rate 0.78% among 350,000;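 active means inhibition reaching at least a set limit at 20 µM in the primary screen, cut at about 59% in these data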;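 further: 0% = DMSO wells with substrate and 100% = DMSO wells lacking glucose-6-phosphate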
mIAP block: mouse IAP inhibition; AID 2806; purified mouse IAP, CDP-Star luminescence, 30 min; hit rate 0.2% among 330,000; inhibition, % at 10 µM;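 active means inhibition of at least 40% at 10 µM in the primary screen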;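 further: plate controls were DMSO with enzyme for no effect and no enzyme wells for full effect; values of inactives mirror those of a sister screen read the other way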
A3A deaminase: inhibitors of human APOBEC3A DNA deaminase. hit rate 0.41% among 330,000. P31941. inhibition, % at 20 µM. recombinant A3A, FAM/TAMRA ssDNA deamination fluorescence. AID 493011;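 active means at least 40% inhibition at 20 µM here, with at most 30% in a related deaminase screen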;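 further: plate controls were A3A with DMSO for no effect and wells lacking A3A enzyme for full effect; some results filed as inactive read as strong as hits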
hIAP block: blocks human intestinal alkaline phosphatase; P09923; purified IAP, CDP-Star luminescence, 30 min; inhibition, % at 10 µM; hit rate 0.12% among 330,000; AID 2544;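 active means inhibition reaching a set limit with compound at 10 µM in the primary screen, cut at about 35% in these data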;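 further: plate controls were DMSO wells with enzyme for no effect and no-enzyme buffer wells for full effect; values of inactives mirror those of a sister screen read the other way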
Target sequence (P09923 whole entry, looked up): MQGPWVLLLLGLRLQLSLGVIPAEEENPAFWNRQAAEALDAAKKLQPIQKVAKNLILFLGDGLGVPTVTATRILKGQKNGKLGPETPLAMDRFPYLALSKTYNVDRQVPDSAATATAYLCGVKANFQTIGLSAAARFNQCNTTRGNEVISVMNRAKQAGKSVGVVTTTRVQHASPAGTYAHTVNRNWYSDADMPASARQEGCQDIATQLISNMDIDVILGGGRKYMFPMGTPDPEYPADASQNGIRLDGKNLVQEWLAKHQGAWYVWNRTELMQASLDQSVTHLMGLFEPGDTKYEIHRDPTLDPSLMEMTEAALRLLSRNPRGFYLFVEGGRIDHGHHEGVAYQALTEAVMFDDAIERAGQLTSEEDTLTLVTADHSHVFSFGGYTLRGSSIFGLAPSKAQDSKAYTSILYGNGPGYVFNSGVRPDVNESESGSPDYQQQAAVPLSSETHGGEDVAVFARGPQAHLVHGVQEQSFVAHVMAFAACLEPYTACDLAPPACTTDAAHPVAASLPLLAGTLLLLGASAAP
hIAP activ: human IAP activation; P09923; purified human IAP, CDP-Star luminescence, 30 min; stronger effect = higher value; 1 = vehicle-only enzyme, 0 = enzyme-free background; activation factor at 10 µM; hit rate 0.16% among 330,000; AID 2524;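 active means activation factor of the enzyme at least 2-fold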; further: the source names both 10 and 20 µM as test concentration; values of inactives mirror those of a sister screen read the other way
HKDC1 inh: blocks human hexokinase HKDC1 activity | AID 493160 | hit rate 0.16% among 340,000 | recombinant HKDC1, G6PDH/diaphorase resazurin coupled fluorescence | Q2TB90 | inhibition, % at 20 µM;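 active means inhibition above about 35% when tested at 20 µM, limit read from the data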;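 further: plate controls were DMSO wells with enzyme for no effect and DMSO wells lacking enzyme for full effect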
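System: Recombinant HKDC1 hexokinase | Amount: HKDC1 at 5 µg/mL | Reagent: Glucose with 1 mM ATP | Doses: Single 20 µM dose | Incubation: Reaction time 90 min, room temperature, protected from light | Signal: Coupled resazurin fluorescence, excitation 525 nm, emission 613 nm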
mIAP act: increases mouse intestinal alkaline phosphatase activity | muIAP, CDP-Star luminescence, 30 min; stronger effect = higher value; 1 = vehicle-only enzyme signal, 0 = enzyme-free wells | activation factor at 10 µM | hit rate 0.24% among 330,000 | AID 2805;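 active means activation factor of at least 2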; further: the source names both 10 and 20 µM as test concentration; values of inactives mirror those of a sister screen read the other way
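System: mouse IAP enzyme. Reagent: CDP-Star chemiluminescent phosphatase substrate. Benchmarks: DMSO wells, no-enzyme wells. Times: 30 min enzyme-substrate-compound incubation at room temperature. Detection: luminescence from enzymatic CDP-Star hydrolysis. Doses: test compounds delivered from DMSO solution.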
ATG4B inh: blocks human ATG4B protease cleavage of LC3 substrate | inhibition, % at 8.33 µM | hit rate 0.51% among 340,000 | Q9Y4P1 | ATG4B cleavage of LC3-PLA2, NBD-HPC fluorescence, 1 h; in the data active means inhibition above about 40%
Target sequence (Q9Y4P1 whole entry, looked up): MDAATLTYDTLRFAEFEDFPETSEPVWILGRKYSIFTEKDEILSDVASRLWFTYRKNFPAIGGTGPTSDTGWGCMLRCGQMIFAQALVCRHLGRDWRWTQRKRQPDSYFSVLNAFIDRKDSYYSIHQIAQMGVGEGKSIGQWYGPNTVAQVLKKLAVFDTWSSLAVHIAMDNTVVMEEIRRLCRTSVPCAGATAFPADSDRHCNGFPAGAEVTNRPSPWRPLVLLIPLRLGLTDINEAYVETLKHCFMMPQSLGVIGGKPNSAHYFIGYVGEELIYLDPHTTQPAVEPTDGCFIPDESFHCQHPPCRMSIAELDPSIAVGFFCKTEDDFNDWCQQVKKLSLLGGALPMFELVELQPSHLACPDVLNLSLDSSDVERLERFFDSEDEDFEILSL
Starred values were filed as active, the others as inactive; · = not tested or not shown. Rows are unselected, and some 2.4% of all compounds hit somewhere here.

SMILES	PfG6PD inh	mIAP block	A3A deaminase	hIAP block	hIAP activ	HKDC1 inh	mIAP act	ATG4B inh
CCOC(=O)C1=C(CN2CCc3ccccc32)NC(=O)NC1c1ccc(Cl)cc1 (stereo not given)	11	-5	-6	9	0.91	4	1	6
O=c1oc(-c2ccccc2)nc2c1C1(CCCCC1)Cc1ccccc1-2	-8	15	-3	6	0.94	-3	0.85	3
O=C1c2ccccc2C(Nc2ccc3c(c2)OCO3)N1Cc1ccco1 (stereo not given)	61*	6	3	2	0.98	7	0.94	-2
O=C(N/N=C/c1ccccn1)c1ccc(S(=O)(=O)N2CCCCCC2)cc1	-8	-5	4	-9	1.1	-6	1	3
CCC(CC)C(=O)Nc1c2c(nn1-c1ccc(C)cc1)CS(=O)(=O)C2	-9	3	1	4	0.96	-3	0.97	3
CC(=O)c1cc(CN2CCN(Cc3ccc(C)cc3)C(CCO)C2)cs1 (stereo not given)	-2	4	-3	4	0.96	-8	0.96	0
O=C(COC(=O)CCC(=O)c1ccccc1)NCCc1ccccc1	-8	1	3	5	0.95	0	0.99	9
COc1ccc(C(=O)C(c2ccccc2)N2CCOCC2)cc1 (stereo not given)	-21	-17	1	-5	1	2	1.2	2
Cc1cc(C)c(/C=N/n2c(C)cc(C)c(C#N)c2=O)c(C)c1	-9	1	1	9	0.91	3	0.99	1
O=C(CC1SC(N2CCCC2)=NC1=O)Nc1ccc(C(=O)NCCOc2ccccc2F)cc1 (stereo not given)	-13	-4	-1	-9	1.1	1	1	-10
O=C(NNC(=O)C1CCN(S(=O)(=O)c2cccc(C(F)(F)F)c2)CC1)C1CC1	2	6	-2	-17	1.2	-8	0.94	-6
CC(C)=CCC/C(C)=C/CNC(=O)C[C@H]1C[C@H](C(=O)N(C(C)C)C(C)C)[C@@]2(C)c3[nH]c4ccc(Cl)cc4c3CCN2C1=O	32	-35	-1	·	·	-1	1.4	8
CCOC(=O)C(C)Sc1ncnc2nc[nH]c12 (stereo not given)	6	0	3	13	0.87	-6	0.99	4
COc1ccc(C(=O)NC(=O)COC(=O)C2CC2C)cc1 (stereo not given)	14	-5	-1	5	0.95	0	1	-6
CCn1c(CNC(=O)COc2ccc(C(C)C)cc2)nnc1SCC(=O)Nc1ccccc1F	-4	-7	-1	7	0.93	2	1.1	-13
CC(=O)c1sc(NC(=O)c2cc(=O)c3ccccc3o2)nc1C	-5	6	-1	17	0.83	-1	0.94	-7
Cc1ccc(S(=O)(=O)c2ncccc2[N+](=O)[O-])cc1	-10	-6	-5	-14	1.1	13	1.1	13
Fc1ccc(-c2nnc(CSc3nnc4ccccn34)o2)cc1	-11	-4	-2	-6	1.1	4	1	12
O=C(Nc1ccc(C(=O)O)cc1)/C(=C\c1ccccc1)NC(=O)c1ccccc1	-13	5	-2	-3	1	7	0.95	10
Cc1ccc(C)n1-c1ccc(C(=O)NN)cc1	8	-11	-1	19	0.81	-11	1.1	35
CCN(CC(=O)Nc1c(F)cccc1F)C(=O)c1ccc(C(F)(F)F)cc1	-3	-9	-3	-18	1.2	16	1.1	-3
N#Cc1nc(-c2ccco2)oc1NCCc1ccccc1	-16	-5	-3	-1	1	8	1	4
O=C(NCc1ccccn1)c1cc(-n2cnnc2)ccc1Cl	-4	2	0	-3	1	-4	0.98	-6
Cc1cc(NS(=O)(=O)c2ccc(NC(=O)/C=C/c3ccco3)cc2)nc(C)n1	-24	2	2	-12	1.1	4	0.98	-5
CC(C)CSc1nnc2c3ccccc3n(C)c2n1	-6	8	-6	-16	1.2	0	0.92	-4
COC(=O)C1=C(CSc2nccn2C)NC(=O)NC1c1cc(C)ccc1C (stereo not given)	-7	0	2	3	0.97	-14	0.99	2
O=C(CN(C(=O)c1csnn1)c1cccc2ccccc12)NCc1ccc(F)cc1	-16	-1	2	7	0.93	10	1	5
CC1Cc2ccccc2N1C(=O)CSc1ccccc1 (stereo not given)	7	4	1	0	1	-13	0.96	2
CC(=O)c1cccc(S(=O)(=O)NCCC(=O)Nc2ccc(S(N)(=O)=O)cc2)c1	10	-4	5	4	0.96	1	1	-3
N/C(=N\OC(=O)COc1ccccc1)c1cccnc1	-16	4	3	-2	1	11	0.96	7
CCOC(=O)C1CCN(C(=O)CN(Cc2ccccc2)S(C)(=O)=O)CC1	-5	0	-2	-1	1	-9	0.99	-14
O=C(CSc1nc2ccccc2c(=O)n1-c1ccccc1F)NC1CCS(=O)(=O)C1 (stereo not given)	7	-1	-4	-5	1	-6	1	-3
CCOC(=O)N1CCN(C(=O)COC(=O)Cc2ccc(OC)cc2)CC1	-7	0	2	-3	1	-4	1	0
COc1ccccc1NC(=O)C1CCCN1S(=O)(=O)c1cccc2nsnc12 (stereo not given)	-15	6	-2	8	0.92	-4	0.94	-5
CCCCC[C@H](O)/C=C/[C@@H]1[C@@H](C/C=C\CCCC(=O)O)[C@H]2CO[C@@H]1C2	-19	-9	-3	-11	1.1	-1	1.1	6
CNC(=O)CC1C(=O)N(c2ccc(F)cc2)C(=S)N1NC(=O)c1ccc(Br)cc1 (stereo not given)	-12	-1	-6	-25	1.2	6	1	4
COc1ccc(OC)c(NC(=O)c2ccc3nc(-c4ccccc4)c(-c4ccccc4)nc3c2)c1	·	12	0	2	0.98	·	0.88	·
O=C(CN1C(=O)c2cccnc2Oc2ccc(Cl)cc21)N1CCCCCC1	-6	3	-3	-10	1.1	-3	0.97	8
CCOC(=O)N1CCN(C(=O)C(NC(=O)C2CCC(C)CC2)C(C)C)CC1 (stereo not given)	-6	-4	-4	-2	1	-1	1	-15
CSc1ccc(/C=C(/NC(=O)c2ccc(C)cc2)C(=O)Nc2cccc(F)c2)cc1	-11	22	1	-14	1.1	-3	0.78	0

One compound at a time (already shown). Order of values: PfG6PD inh	mIAP block	A3A deaminase	hIAP block	hIAP activ	HKDC1 inh	mIAP act	ATG4B inh
O=C(CSc1nc2ccccc2c(=O)n1-c1ccccc1F)NC1CCS(=O)(=O)C1 (stereo not given) is entered as 7	-1	-4	-5	1	-6	1	-3
COc1ccccc1NC(=O)C1CCCN1S(=O)(=O)c1cccc2nsnc12 (stereo not given) is entered as -15	6	-2	8	0.92	-4	0.94	-5
CSc1ccc(/C=C(/NC(=O)c2ccc(C)cc2)C(=O)Nc2cccc(F)c2)cc1 is entered as -11	22	1	-14	1.1	-3	0.78	0
CCCCC[C@H](O)/C=C/[C@@H]1[C@@H](C/C=C\CCCC(=O)O)[C@H]2CO[C@@H]1C2 is entered as -19	-9	-3	-11	1.1	-1	1.1	6
CCOC(=O)N1CCN(C(=O)C(NC(=O)C2CCC(C)CC2)C(C)C)CC1 (stereo not given) is entered as -6	-4	-4	-2	1	-1	1	-15

Other entries
SMILES	PfG6PD inh	mIAP block	A3A deaminase	hIAP block	hIAP activ	HKDC1 inh	mIAP act	ATG4B inh
CCN1CCN(C(=O)CSc2cc(=O)n(CC)c3ccccc23)CC1	6	0	1	2	0.98	-6	1	-16
CCOC(=O)c1cccc(NS(=O)(=O)Cc2ccccc2)c1	-15	0	-5	7	0.93	12	1	-6
Cc1nn(Cc2ccccc2)c2c1C(c1ccncc1)C(C#N)=C(N)O2 (stereo not given)	0	-1	4	6	0.94	2	1	-6
CCC(NC(=O)CCl)c1ccc(C)cc1 (stereo not given)	2	8	2	10	0.9	-8	0.92	-1
COc1cc(OC)cc(-n2nnnc2SCC(=O)N2CCCc3ccccc32)c1	-24	8	2	1	0.99	16	0.92	4
Cc1ccccc1Nc1nc(N)nc(CSc2n[nH]c(N)n2)n1	-2	6	6	-9	1.1	-5	0.94	1
CC(=O)N1CCN2C(=O)C1CCCC(=O)c1cc(C(C)C)ccc12 (stereo not given)	-16	3	-3	-13	1.1	-12	0.97	-17
Cc1cccc(N/C(=N/S(=O)(=O)c2ccccc2)c2ccccc2)n1	18	5	-2	-36	1.4	-1	0.95	-3
CCOC(=O)N1CCN(C(=O)CSc2ccc(C(F)(F)F)cc2[N+](=O)[O-])CC1	-12	1	-3	-3	1	-6	0.99	5
C/C=C/c1ccc(OCCCNC)c(OC)c1	6	11	2	12	0.88	6	0.89	-11

Next section, overlapping the part above by six compounds.
SMILES	PfG6PD inh	mIAP block	A3A deaminase	hIAP block	hIAP activ	HKDC1 inh	mIAP act	ATG4B inh
COc1cc(OC)cc(-n2nnnc2SCC(=O)N2CCCc3ccccc32)c1	-24	8	2	1	0.99	16	0.92	4
Cc1ccccc1Nc1nc(N)nc(CSc2n[nH]c(N)n2)n1	-2	6	6	-9	1.1	-5	0.94	1
CC(=O)N1CCN2C(=O)C1CCCC(=O)c1cc(C(C)C)ccc12 (stereo not given)	-16	3	-3	-13	1.1	-12	0.97	-17
Cc1cccc(N/C(=N/S(=O)(=O)c2ccccc2)c2ccccc2)n1	18	5	-2	-36	1.4	-1	0.95	-3
CCOC(=O)N1CCN(C(=O)CSc2ccc(C(F)(F)F)cc2[N+](=O)[O-])CC1	-12	1	-3	-3	1	-6	0.99	5
C/C=C/c1ccc(OCCCNC)c(OC)c1	6	11	2	12	0.88	6	0.89	-11
Cc1ccc(Nc2nc(N)nc(CSC(=S)N3CCN(c4ccccc4)CC3)n2)cc1	-4	8	-2	3	0.97	0	0.92	5
O=C(Cc1coc2ccc3ccccc3c12)N1CCc2ccccc21	0	8	0	8	0.92	2	0.92	-2
Cc1ccc(C(=O)NCC(=O)OCC(=O)NCCNC(=O)COC(=O)CNC(=O)c2ccc(C)cc2)cc1	-11	10	2	0	1	-4	0.9	-1
O=C(NC1CCC(O)CC1)c1cc(-c2ccco2)nc2ccccc12 (stereo not given)	10	6	36	-10	1.1	0	0.94	-5
CCN(CC)C(=O)CSc1ncnc2c(-c3ccc(OC)cc3)nsc12	·	7	2	0	1	·	0.93	·
CCOC(=O)C1=C(C)NC(=O)NC1c1c(O)ccc2ccccc12 (stereo not given)	-6	-12	-4	18	0.82	0	1.1	-8
CCOC(=O)c1ccc2ncc(C(=O)OCC)c(NCCN3CCOCC3)c2c1	18	3	-10	-10	1.1	1	0.97	-5
CCCC1CCc2c(sc(NC(=O)OCC)c2C#N)C1 (stereo not given)	6	17	0	5	0.95	-2	0.83	2
Cc1c(C(=O)N/N=C/c2ccc(Cl)cc2)[nH]c2ccc(Cl)cc12	-19	7	2	-8	1.1	2	0.93	12
CS(=O)(=O)N(CC(=O)Nc1ccccc1C(=O)NCCc1ccccc1)c1ccc2c(c1)OCCO2	10	-9	1	9	0.91	-5	1.1	-1
CC(C)CNC(=O)/C(C#N)=C1\N=C(NC(=O)c2ccco2)c2ccccc21	13	10	-4	6	0.94	-1	0.91	3

Screens from PubChem BioAssay.
